Screening results (PubChem BioAssay)
NCOA3 inh – human NCOA3 inhibition | AID 588352 | 360,000 tested, 0.17% active | Q9Y6Q9 | inhibition, % at 3.6 µM | HEK293 GAL4-SRC3 luciferase reporter, luminescence;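 active = inhibition above a per-campaign cutoff, the mean of all compounds plus 3 SD, cut at about 60% in these data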;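 also: 0% = DMSO-treated cells and 100% = gossypol-treated cells at 36 µM; higher means less SRC3-driven luciferase light from the GAL4 reporter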
TLR9-MyD88 block – blocks human TLR9 binding to MyD88. CHO BLA complementation TLR9-MyD88, CCF4 FRET ratio. Q9NR96+Q99836. AID 504734. inhibition, % at 4.98 µM. 340,000 tested, 0.21% active;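 active = inhibition above the mean over all tested compounds plus 3 SD, cut at about 21% in these data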;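 also: 0% = DMSO only wells and 100% = clavulanate BLA inhibitor control wells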
Target sequence (Q99836 whole entry, looked up): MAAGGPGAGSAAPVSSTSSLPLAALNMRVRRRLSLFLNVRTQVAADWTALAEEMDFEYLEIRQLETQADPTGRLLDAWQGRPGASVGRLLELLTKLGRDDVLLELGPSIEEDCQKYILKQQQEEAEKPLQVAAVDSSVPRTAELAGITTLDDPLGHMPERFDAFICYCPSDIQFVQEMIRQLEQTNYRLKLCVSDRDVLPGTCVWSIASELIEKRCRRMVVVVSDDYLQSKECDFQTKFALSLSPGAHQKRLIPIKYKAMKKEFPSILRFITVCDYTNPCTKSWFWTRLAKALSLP
Target sequence (Q9NR96 whole entry, looked up): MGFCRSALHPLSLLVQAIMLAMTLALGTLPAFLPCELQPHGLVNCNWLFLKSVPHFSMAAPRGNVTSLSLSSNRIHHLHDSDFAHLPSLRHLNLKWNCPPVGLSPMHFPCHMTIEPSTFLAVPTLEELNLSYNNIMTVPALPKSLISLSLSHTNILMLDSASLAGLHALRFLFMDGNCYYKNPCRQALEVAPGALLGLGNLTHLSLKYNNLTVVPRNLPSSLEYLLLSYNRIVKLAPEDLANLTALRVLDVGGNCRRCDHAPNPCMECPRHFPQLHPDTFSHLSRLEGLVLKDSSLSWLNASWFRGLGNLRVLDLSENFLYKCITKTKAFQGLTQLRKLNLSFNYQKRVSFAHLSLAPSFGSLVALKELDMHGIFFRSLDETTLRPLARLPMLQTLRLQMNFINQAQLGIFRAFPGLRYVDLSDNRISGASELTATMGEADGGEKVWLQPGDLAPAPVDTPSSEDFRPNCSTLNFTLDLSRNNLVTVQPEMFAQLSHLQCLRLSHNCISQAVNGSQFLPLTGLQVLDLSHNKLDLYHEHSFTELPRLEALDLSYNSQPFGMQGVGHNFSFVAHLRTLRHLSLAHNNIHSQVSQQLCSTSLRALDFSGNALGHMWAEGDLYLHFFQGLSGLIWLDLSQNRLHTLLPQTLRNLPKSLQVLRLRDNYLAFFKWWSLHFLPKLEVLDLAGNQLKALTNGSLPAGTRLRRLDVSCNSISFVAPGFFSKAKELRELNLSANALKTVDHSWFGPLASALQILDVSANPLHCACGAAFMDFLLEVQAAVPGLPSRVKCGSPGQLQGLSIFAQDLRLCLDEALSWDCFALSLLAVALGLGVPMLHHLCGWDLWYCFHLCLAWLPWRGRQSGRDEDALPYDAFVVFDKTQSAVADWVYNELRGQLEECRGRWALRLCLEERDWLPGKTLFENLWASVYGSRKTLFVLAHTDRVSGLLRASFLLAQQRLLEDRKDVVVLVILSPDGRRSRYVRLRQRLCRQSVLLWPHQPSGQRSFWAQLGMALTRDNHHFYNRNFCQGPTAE
NOD2-RIPK2 inh – inhibitors of human NOD2-RIPK2 interaction. O43353. CHO BLA complementation NOD2-RIPK2, CCF4 ratio. inhibition, % at 4.98 µM. 360,000 tested, 0.38% active. AID 624267; in the data active = inhibition above about 21%;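 also: 0% = vehicle only and 100% = reference blocker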
LMP1 NFkB inh – reduces LMP1-driven NF-kappaB luciferase signal. LMP1-induced NF-kappaB luciferase reporter cells, luminescence. inhibition, % at 12.5 µM. 350,000 tested, 0.69% active. AID 504558; in the data active = inhibition above about 41%;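 also: 0% = neutral control wells and 100% = reference inhibitor control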
Vif inh – blocks HIV Vif function | HEK293T cells, Vif self-association by quenched fluorescence, imaging, 24 h | inhibition, % at 7.49 µM | 340,000 tested, 0.35% active | AID 602346; in the data active = inhibition above about 50%, passing the limit was not always enough; also: some results filed as inactive read as strong as hits
NCOA2 inhibitor – inhibits human steroid receptor coactivator 2 | Q15596 | HEK293 GAL4-SRC2 luciferase reporter, luminescence | inhibition, % at 9 µM | 370,000 tested, 0.17% active | AID 651957;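 active = inhibition above the mean inhibition of all tested compounds plus 3 SD, set per campaign, cut at about 52% in these data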;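 also: 0% = DMSO treated cells and 100% = cells given Gossypol at 36 µM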
SRC1 inh – inhibits human SRC1 coactivator | Q15788 | HEK293 GAL4-SRC1 luciferase reporter, luminescence | inhibition, % at 3.6 µM | 360,000 tested, 0.12% active;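 active = inhibition above the campaign mean plus 3 SD, with each screening campaign given its own cutoff, cut at about 60% in these data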;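 also: 0% = DMSO treated cells and 100% = gossypol at 36 µM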
COUP-TFII inh – NR2F2 (human) inhibition, primary screen; inhibition, % at 8.6 µM; HEK293T NGFI-A luciferase reporter, luminescence; 370,000 tested, 0.7% active; AID 686940;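 active = inhibition above a per-plate cutoff, mean inhibition of test wells between control levels plus 3 SD, cut at about 38% in these data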;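 also: cells cotransfected with COUP-TFII expression vector driving the NGFI-A reporter; 0% = median of COUP-TF2 test wells and 100% = reporter-only cells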
TROY NFkB inh – TROY signaling inhibition. Q293 LMP1-TROYcd NF-kB luciferase reporter, 4 h. inhibition, % at 10 µM. 360,000 tested, 0.98% active. AID 1347056;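 active = compounds whose plate-normalised and pattern-corrected inhibition of the luciferase reporter signal at the single screening dose is 50% or more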
NR5A2 inv ag – inverse agonists of human LRH-1 (NR5A2) | O00482 | HEK293T StAR-luciferase reporter, LRH-1 transfected, 24 h | inhibition, % at 3.6 µM | 360,000 tested, 0.13% active;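 active = inhibition above the mean inhibition of all tested compounds plus 3 SD, cut at about 73% in these data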;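 also: 0% = DMSO wells and 100% = reporter-only cells lacking LRH-1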
C8 TRAIL sens – caspase-8 TRAIL sensitization; NB7+C8 cells + TRAIL, ATPlite viability luminescence; inhibition (viability loss, TRAIL sensitization), % at 10 µM; 360,000 tested, 1% active; AID 624354;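 active = compounds causing at least 50% loss of cell viability in the single-dose screen, relative to plate controls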
Starred values were filed as active, the others as inactive; . = no result given. The list is partial; rates above refer to the full screens.

1) COc1ccc(C2=C(C=Nc3c(C)n(C)n(-c4ccccc4)c3=O)C(c3ccccc3C)c3ccccc3O2)cc1OC (stereo not drawn)
2) Cc1cc(C(=O)OCC(=O)N2C(C)CCCC2C)c2ccccc2n1 (stereo not drawn)
3) COC(=O)c1ccc(COc2ccccc2[N+](=O)[O-])o1
4) CN(C)c1ccnc(Nc2ccc(O)cc2)c1C#N
5) CN(Cc1ccc(C(C)(C)C)cc1)C(=O)c1ccc2c(c1)OCO2
6) CN(CCOc1ccc(Cl)c(Cl)c1)Cc1ccccc1
7) CCOC(=O)C1=C(Nc2ccccc2)OCC1=O
8) CCOC(=O)c1c(S(=O)(=O)NCC(=O)Nc2cc(C)ccc2OC)c(C)n(C)c1C
Assay by compound,1,2,3,4,5,6,7,8
NCOA3 inh,12,-1,-13,19,12,11,3,20
TLR9-MyD88 block,-8,-2,-4,-12,4,4,2,5
NOD2-RIPK2 inh,-2,-6,-9,-4,0,-2,4,-2
LMP1 NFkB inh,11,15,-7,-7,5,3,-7,-9
Vif inh,0,-9,26,1,-2,-2,0,-1
NCOA2 inhibitor,-6,5,-5,-10,25,10,-15,-4
SRC1 inh,1,3,-47,4,0,-8,-8,-9
COUP-TFII inh,-9,12,-9,6,8,6,-12,-1
TROY NFkB inh,11,4,-34,2,5,10,-8,-18
NR5A2 inv ag,-5,13,-42,12,-15,10,6,-2
C8 TRAIL sens,-1,-7,-6,1,6,-2,-12,-3

Individual results from the results shown.
NOD2-RIPK2 inh with compound 2 reads -6
TROY NFkB inh with compound 8 reads -18

The listing picks up with the 2 entries that preceded the break.
7) CCOC(=O)C1=C(Nc2ccccc2)OCC1=O
8) CCOC(=O)c1c(S(=O)(=O)NCC(=O)Nc2cc(C)ccc2OC)c(C)n(C)c1C
9) COc1cccc(CN2CCCC(CNC(=O)c3ccc(F)cc3)C2)c1OC (stereo not drawn)
10) O=C(C1CCN(S(=O)(=O)N2CCOCC2)CC1)N1CCN(Cc2ccccc2)CC1
11) CC(=O)c1ccc(C(=O)N2CCCC(C(=O)c3cc(F)ccc3F)C2)s1 (stereo not drawn)
12) O=C(c1ccc(Cl)cc1)N1CCC(O)(CSc2ccc(Cl)cc2)CC1
13) COc1ccccc1C(=O)O/N=C(\c1ccccc1)c1ccncc1
14) CSCCC(NS(=O)(=O)c1ccccc1F)C(=O)NCC(C)(C)N1CCOCC1 (stereo not drawn)
15) COc1ccccc1NS(=O)(=O)c1cccc(C(=O)NCC2(N(C)C)CCCCC2)c1
16) COc1cccc(NC(=O)CN(C)C(=O)CN2C(=O)NC(C)(c3ccc4ccccc4c3)C2=O)c1 (stereo not drawn)
Assay by compound,7,8,9,10,11,12,13,14,15,16
NCOA3 inh,3,20,-2,7,15,-9,17,3,5,1
TLR9-MyD88 block,2,5,3,-2,-25,9,-3,1,-16,-5
NOD2-RIPK2 inh,4,-2,-7,-6,-1,5,-1,-3,5,-1
LMP1 NFkB inh,-7,-9,5,-2,4,0,5,-8,-7,-9
Vif inh,0,-1,-2,.,-2,-5,.,-1,9,11
NCOA2 inhibitor,-15,-4,-7,-12,11,-18,2,6,18,-31
SRC1 inh,-8,-9,-10,4,8,1,7,1,-3,-2
COUP-TFII inh,-12,-1,10,6,10,-1,2,2,3,-15
TROY NFkB inh,-8,-18,21,-7,-8,17,-4,5,17,13
NR5A2 inv ag,6,-2,-10,4,-7,11,5,-6,1,15
C8 TRAIL sens,-12,-3,-1,11,19,-17,-6,-4,12,11

17) O=C(Nc1n[nH]c(C2CCCCC2)n1)C1CCCCC1
18) O=c1[nH]c(-c2cccnc2)nc2ccccc12
19) CC(C)CN(C(=O)C1CC1)c1c(N)n(Cc2ccccc2)c(=O)[nH]c1=O
20) CC(=O)Nc1ccc(N2CCN(c3ccc(F)cc3)CC2)cc1
21) O=[N+]([O-])c1nn(-c2cccc(Cl)c2)n(O)c1=NCc1cccnc1
22) O=C(Cn1cc2c(n1)CCCC2)N1CCOCC1
23) CN(CCc1cn[nH]c1)Cc1nc(C(c2ccccc2)c2ccccc2)no1
24) Cc1ccccc1CNC(=O)c1ccccc1
Assay by compound,17,18,19,20,21,22,23,24
NCOA3 inh,-5,-11,6,3,-1,11,-9,-26
TLR9-MyD88 block,10,1,-4,-1,4,-3,3,-6
NOD2-RIPK2 inh,11,-6,-11,4,0,-10,-3,3
LMP1 NFkB inh,-1,-7,1,-1,-7,-2,0,-5
Vif inh,5,-8,7,-2,-1,0,4,-3
NCOA2 inhibitor,-28,-15,26,3,-23,-34,-20,-23
SRC1 inh,-12,-14,-41,17,-2,-20,-13,0
COUP-TFII inh,-30,-19,4,-3,-10,0,24,10
TROY NFkB inh,-38,3,10,17,-52,15,-5,4
NR5A2 inv ag,-5,1,4,-9,-40,-9,4,-10
C8 TRAIL sens,-13,3,-19,-8,1,18,0,-7

25) COc1cccc(N2CCN(C(=O)c3cccnc3)CC2)c1
26) CCOC(=O)c1ccc(CNC(=O)Cn2nnc(-c3ccccc3F)n2)o1
27) COc1cc2nncc(SC)c2cc1OC
28) COCCOc1cc(COC)nc(-c2cccc(C)c2)n1
29) CCc1nc2c(=O)[nH]cnc2o1
30) COc1ccc2cc3cc(C(=O)Nc4cc(OC)c(OC)c(OC)c4)oc3nc2c1
31) NC(=O)[C@@H]1CCOc2c(I)cc([N+](=O)[O-])cc2C(=O)N[C@@H](CO)C(=O)NCC(=O)N1
32) COC(=O)CSc1ccc(C#N)c(SCC(=O)OC)c1
Assay by compound,25,26,27,28,29,30,31,32
NCOA3 inh,12,5,5,-6,-9,45,5,8
TLR9-MyD88 block,-6,4,-7,.,-9,13,0,2
NOD2-RIPK2 inh,-6,2,-1,-4,-11,3,-4,-7
LMP1 NFkB inh,-12,4,-7,-2,2,32,-2,-1
Vif inh,-7,-2,7,-2,-3,-10,-2,12
NCOA2 inhibitor,.,-2,-7,26,2,24,-4,6
SRC1 inh,6,-30,-2,-11,-6,63*,5,5
COUP-TFII inh,.,-9,-4,19,-2,50*,-18,12
TROY NFkB inh,31,-2,-11,-12,3,26,-21,8
NR5A2 inv ag,-4,6,-7,12,-15,46,10,14
C8 TRAIL sens,6,15,15,-5,-13,21,-16,-9

An excerpt from above, limited to C8 TRAIL sens and NCOA3 inh:
nr	SMILES	C8 TRAIL sens	NCOA3 inh
29	CCc1nc2c(=O)[nH]cnc2o1	-13	-9
31	NC(=O)[C@@H]1CCOc2c(I)cc([N+](=O)[O-])cc2C(=O)N[C@@H](CO)C(=O)NCC(=O)N1	-16	5
32	COC(=O)CSc1ccc(C#N)c(SCC(=O)OC)c1	-9	8

Additional results follow:
33) CCn1c(SCC(=O)Nc2nnc(C)s2)nnc1-c1ccco1
34) Cc1ccc(C)c(Oc2coc3cc(OC(=O)c4cccs4)ccc3c2=O)c1
35) CCn1cc(C(=O)O)c(=O)c2cc(F)c(N3CCN(C(=S)NC(=O)c4c(OC)cccc4OC)CC3)cc21
36) Cc1cc(Cl)ccc1OCC(=O)OCC(=O)NC1CCCC1
37) O=Nc1ccc(NO)c2ccccc12
38) COc1ccc(-n2nc([N+](=O)[O-])c(=NCc3cccnc3)n2O)cc1
39) COc1ccc(-c2noc(CNC(=O)c3ccc4c(c3)OCO4)n2)cc1OC
40) CN(Cc1ccccc1)C(=O)c1nc[nH]c1C(=O)N(C)Cc1ccccc1
Assay by compound,33,34,35,36,37,38,39,40
NCOA3 inh,-15,1,-7,0,22,1,14,10
TLR9-MyD88 block,-2,6,-7,5,-7,-7,-2,-4
NOD2-RIPK2 inh,5,-2,-11,4,-3,-4,-7,-4
LMP1 NFkB inh,-1,-6,-7,0,-43,-2,2,1
Vif inh,.,.,-5,2,-3,-8,10,1
NCOA2 inhibitor,-10,2,2,0,5,-24,3,-9
SRC1 inh,2,0,-5,-8,12,-25,-17,-7
COUP-TFII inh,-9,4,1,-10,13,-24,-3,-15
TROY NFkB inh,-13,1,25,5,36,1,4,11
NR5A2 inv ag,9,8,8,6,14,-7,16,17
C8 TRAIL sens,-2,1,-4,1,71*,-4,-15,-5

Entries from the list above that contain a cyano group (two):
4) CN(C)c1ccnc(Nc2ccc(O)cc2)c1C#N
32) COC(=O)CSc1ccc(C#N)c(SCC(=O)OC)c1
Assay by compound,4,32
NCOA3 inh,19,8
TLR9-MyD88 block,-12,2
NOD2-RIPK2 inh,-4,-7
LMP1 NFkB inh,-7,-1
Vif inh,1,12
NCOA2 inhibitor,-10,6
SRC1 inh,4,5
COUP-TFII inh,6,12
TROY NFkB inh,2,8
NR5A2 inv ag,12,14
C8 TRAIL sens,1,-9

Next section.
41) CC(=O)N1c2ccc(S(=O)(=O)N3CCCCC3)cc2CC1C(=O)Nc1ccccc1C(F)(F)F (stereo not drawn)
42) O=C1COc2ccc(C(=O)c3ccccc3C(=O)NCc3ccccc3)cc2N1
43) CN1CCN(C(=O)c2ccccc2NC(=O)c2cccs2)CC1
44) CC(C)[C@H](Nc1ccc(C(F)(F)F)cc1[N+](=O)[O-])C(=O)O
Assay by compound,41,42,43,44
NCOA3 inh,-2,18,0,5
TLR9-MyD88 block,-1,-5,-6,0
NOD2-RIPK2 inh,14,7,3,4
LMP1 NFkB inh,-4,0,-1,3
Vif inh,8,-10,4,5
NCOA2 inhibitor,-11,-3,-5,-4
SRC1 inh,-7,1,-3,12
COUP-TFII inh,-6,9,-13,9
TROY NFkB inh,2,-10,-2,4
NR5A2 inv ag,-1,10,5,14
C8 TRAIL sens,-5,-6,-11,-19
